Screens from PubChem BioAssay.
PPARg SRC1 recr – agonists of human PPARgamma SRC-1 coactivator recruitment | P37231 | activation, % at 8 µM | 200,000 compounds, 0.41% hits | PPARgamma-SRC-1 coactivator recruitment biochemical assay; in the data active means activation above about 19%;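 further: 0% = DMSO and 100% = reference agonist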
ROMK mod – human ROMK K+ channel modulation, primary screen | B-score at 10 µM | Tet-inducible ROMK, thallium flux fluorescence; actives lie on both sides | P48048 | AID 1918 | 130,000 compounds, 2% hits;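 active means signal ratio slope over the read window, or its plate-corrected B-score, at least 3 SD from the plate mean, either direction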;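 further: B-score of the F/F0 ratio slope over 7 to 12 s after thallium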
Target sequence (P48048 whole entry, looked up): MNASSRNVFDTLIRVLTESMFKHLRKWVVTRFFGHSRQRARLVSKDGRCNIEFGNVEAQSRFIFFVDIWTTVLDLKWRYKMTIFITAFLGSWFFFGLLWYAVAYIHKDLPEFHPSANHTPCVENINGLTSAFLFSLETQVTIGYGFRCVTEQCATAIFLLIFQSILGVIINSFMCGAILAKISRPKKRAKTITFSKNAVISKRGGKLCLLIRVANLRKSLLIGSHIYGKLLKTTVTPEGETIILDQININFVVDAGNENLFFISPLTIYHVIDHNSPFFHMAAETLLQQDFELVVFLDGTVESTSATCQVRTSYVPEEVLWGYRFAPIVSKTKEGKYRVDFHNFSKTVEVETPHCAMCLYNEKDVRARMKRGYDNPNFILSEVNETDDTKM
bIAP inh – blocks bovine intestinal alkaline phosphatase activity | purified bovine IAP, CDP-star luminescence, 30 min | inhibition, % at 20 µM | 190,000 tested, under 10 active | AID 1019;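 active means over 50% inhibition of intestinal alkaline phosphatase at 20 µM in the single-dose screen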
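System: Purified bovine intestinal alkaline phosphatase (IAP) enzyme | Input: IAP diluted 1/65,000,000 in the well | Also added: CDP-star chemiluminescent phosphatase substrate, 30 µM final | Dosing: 20 µM single dose | Times: Enzyme reaction for 30 min at room temperature | Detection: Luminescence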
PPARg SRC2 recr – agonists of SRC-2 recruitment by human PPARgamma; AID 1032; P37231; 200,000 compounds, 0.34% hits; PPARgamma LBD-SRC-2 recruitment, biochemical; activation, % at 8 µM; in the data active means activation above about 22%;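 further: 0% = vehicle and 100% = reference agonist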
STAT1 inh – inhibitors of IFN-gamma induced STAT1 signaling | NIH 3T3 STAT1-luciferase reporter, luminescence | inhibition, % at 5.5 µM | 200,000 compounds, 0.35% hits;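 active means inhibition above a set limit, the mean inhibition across all tested compounds plus 3 SD, cut at about 34% in these data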;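 further: 0% = IFN-gamma with DMSO and 100% = IFN-gamma with 300 µM nifuroxazide; values of inactives mirror those of a sister screen read the other way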
SRC2 TRFRET art – flags TR-FRET format artefacts in PPARgamma SRC-2 recruitment agonist screen; TR-FRET artefact counter-screen; hits give high values; 200,000 compounds, 0.4% hits; TR-FRET ratio at 8 µM; in the data active means TR-FRET ratio above about 2000; further: inactives centre near 1500
TNAP act hi DEA – activators of human TNAP at high phosphate acceptor concentration; P05186; purified TNAP, CDP-star luminescence, 1 M DEA, 30 min; hits give high values; 0 = EDTA background, 1 = DMSO-only activity; activation factor at 20 µM; 200,000 tested, under 10 active; AID 1136;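 active means activation factor at least 2 at 20 µM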
Target sequence (P05186 whole entry, looked up): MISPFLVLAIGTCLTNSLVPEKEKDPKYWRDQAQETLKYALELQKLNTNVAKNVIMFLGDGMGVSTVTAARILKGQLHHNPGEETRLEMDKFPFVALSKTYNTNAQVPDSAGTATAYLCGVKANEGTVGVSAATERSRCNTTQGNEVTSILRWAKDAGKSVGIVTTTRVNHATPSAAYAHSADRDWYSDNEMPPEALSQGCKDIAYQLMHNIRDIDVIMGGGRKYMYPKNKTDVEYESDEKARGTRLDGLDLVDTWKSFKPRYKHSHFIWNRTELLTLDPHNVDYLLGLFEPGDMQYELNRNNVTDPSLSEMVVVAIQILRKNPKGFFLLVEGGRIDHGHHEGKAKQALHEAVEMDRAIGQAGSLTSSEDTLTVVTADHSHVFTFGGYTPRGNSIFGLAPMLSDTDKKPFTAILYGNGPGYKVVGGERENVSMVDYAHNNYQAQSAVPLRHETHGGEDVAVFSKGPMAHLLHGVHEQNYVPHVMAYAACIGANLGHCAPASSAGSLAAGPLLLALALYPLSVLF
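Measured by: Luminescent substrate turnover signal | Test system: Human TNAP | Input: TNAP 1/800 final | Dosing: 20 µM single point | Schedule: 30 min, room temperature | Controls: EDTA wells as negative control, DMSO wells as positive control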
bIAP act – intestinal alkaline phosphatase (bovine) activation; AID 1016; purified bovine IAP, CDP-star luminescence, 30 min; hits give high values; fold of DMSO-control signal, blank-subtracted; activation factor at 20 µM; 200,000 compounds, 0.17% hits;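 active means activation factor of 2 or more at 20 µM, a signal rise over negative controls twice the positive control's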
STAT3 act – increases IL-6 driven STAT3 reporter signal. U3A cells, IL-6 STAT3-luciferase reporter, luminescence; 100% = signal with IL-6 EC80 alone. activation (% of control), % at 5.6 µM. 190,000 compounds, 0.91% hits. AID 871;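 active means activation above the screen-wide mean of compound activation plus 3 SD, cut at about 130% in these data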;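 further: 0% = background luminescence of wells with medium and substrate only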
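Detection: reporter luminescence signal / Assay system: STAT1-lacking human U3A cells, STAT3 luciferase reporter / Incubation: compound pre-incubation 1 h before IL-6, then 6 h stimulation at 37 °C / Control set: IL-6-only high control / Read-out: % activation relative to IL-6 control / Probe or stimulus: Interleukin-6, 33 ng/mL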
STAT3 blocker – reduces IL-6 driven STAT3 reporter signal | U3A cells, IL-6 STAT3-luciferase reporter, luminescence; host cell line lacks STAT1 | inhibition, % at 5.5 µM | 190,000 compounds, 0.89% hits | AID 862;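 active means inhibition above the mean inhibition across all screened compounds plus 3 SD, cut at about 44% in these data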;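 further: 0% = DMSO only wells and 100% = 100 µM nifuroxazide control wells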
PPARg SRC-3 ag – PPARgamma-driven SRC-3 recruitment agonism; biochemical PPARgamma/SRC-3 coactivator recruitment assay; activation, % at 8 µM; 200,000 compounds, 0.26% hits; AID 731; in the data active means activation above about 23%;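 further: 0% = DMSO and 100% = reference agonist; some compounds past the cut are filed as inactive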
Starred values were filed as active, the others as inactive; nt = not tested or not shown; & = joins results of further samples. This is a random part of the collection. About 3.7% of those tested had a hit in this group.

SMILES	PPARg SRC1 recr	ROMK mod	bIAP inh	PPARg SRC2 recr	STAT1 inh	SRC2 TRFRET art	TNAP act hi DEA	bIAP act	STAT3 act	STAT3 blocker	PPARg SRC-3 ag
N#Cc1cccc(Cn2nnc(-c3ccccc3)n2)c1	4	nt	27	-5	-6	1571	1	0.7	88	18	7
Cc1ccc(C)c(NC(=S)N2CCCCC2CO)c1 (centres undefined)	-5	0.39	-38	2	-2	1558	1	1.4	108	-4	2
CCOC(=O)N1CCN(C(=O)CN2C(=O)COc3ccc(C)cc32)CC1	0	nt	-8	7	12	1605	1	1.1	93	12	-8
CCCC(=NCC(=O)O)C1=C(O)C(C(=O)OC)C(C)(C)CC1=O (centres undefined)	4	0.93	0	11	3	1632	1	1	95	8	1
CN=C(C)C1=C(O)C(C(=O)OC)C(C)(C)CC1=O (centres undefined)	2	1.9	12	0	4	1490	1	0.9	101	-1	-2
O=C(NCc1cccs1)c1cc(S(=O)(=O)N2CCCCC2)ccc1Cl	9	nt	-6	11	-5	1747	1.1	1.1	106	-6	-15
CCC(C)(C)NC(=O)c1cccc(NC(=O)C(C)C)c1	9	0.26	-5	9	-6	1678	1.1	1.1	98	14	6
CCn1nnnc1SCC(=O)Nc1nc(-c2cccs2)cs1	-12	nt	-5	-3	0	1661	1	1.1	97	8	-8
CC(C)(C)C(=O)OCc1cn(-c2ccc(Cl)cc2)nn1	7	nt	5	7	-10	1551	1	0.9	105	-6	3
CCOc1ccc(NC(=O)CSc2nnc(Cn3cnc([N+](=O)[O-])n3)n2C)cc1	8	0.93	32	4	-16	1472	1	0.7	102	-2	-3
COc1ccccc1/C=N/OC(=O)c1ccc(C)cc1	6	-0.0039	-4	-3	-6	1557	1.1	1	102	3	1
CC1C=CCC2C(=O)N(c3cc(Cl)ccc3O)C(=O)C12 (centres undefined)	1	1.1	13	4	8	1631	1.1	0.9	104	0	0
CC(C)n1nc(C(=O)OCC(=O)N(C)C2CCS(=O)(=O)C2)c2ccccc2c1=O (centres undefined)	6	nt	1	6	16	1518	1	1	98	7	3
COc1ccccc1/C=C/C(=O)OCC(=O)NCc1ccco1	-9	0.57	4	4	6	1602	1	1	107	-7	4
O=C(Nc1cnc2ccccn2c1=O)c1ccc(Cl)cc1	4	nt	-3	-4	-33	1543	1	1	109	-8	12
NC(Cc1c[nH]c2ccccc12)C(=O)NCc1ccco1 (centres undefined)	0	-0.62	-3	6	-5	1514	1.1	1	101	1	1
N/C(=N\OC(=O)c1cccc2ccccc12)c1cccnc1	1	-0.016	-29	5	-33	1601	1	1.3	136*	-39	7
CC(CCc1ccccc1)NC(=O)CN1CCN(c2ccc(O)cc2)CC1 (centres undefined)	5	0.15	-8	-7	3	1428	1	1.1	104	-2	3
Cc1cc(NC(=O)NC2(C(F)(F)F)Oc3ccc(Cl)cc3O2)no1 (centres undefined)	1	nt	32	-4	2	1514	0.9	0.7	102	1	3
COc1ccccc1C(=O)NNC(=S)Nc1ccccc1	1	0.53	-35	2	5	1723	1	1.4	139*	-34	4
CC/C(=N\n1nnnc1Nc1ccccc1)c1ccccc1	-7	nt	-2	-4	12	1437	1	1	76	31	-8
Cn1nnc(-c2ccc(OCc3ccccc3F)cc2)n1	-3	nt	3	-9	-24	1405	1.1	1	80	28	3
Cc1ccc(SCC(=O)c2c(C)nc3ccccn23)cc1	-3	-0.54	-5	0	-3	1559	1	1.1	80	26	3
O=C(Cc1cc(=O)[nH][nH]1)N/N=C/C(Cl)=C/c1ccccc1	-1&4	nt	-10&6	13&5	-4&3	1607&1725	1&1	1.1&0.9	96&106	9&-2	6&13
O=C(Cc1ccccc1)N/N=C/c1ccc([N+](=O)[O-])s1	-2	-0.13	12	2	8	1700	1	0.9	92	17	1

Quoted from the listing.
N/C(=N\OC(=O)c1cccc2ccccc12)c1cccnc1 @ ROMK mod: -0.016
O=C(NCc1cccs1)c1cc(S(=O)(=O)N2CCCCC2)ccc1Cl @ PPARg SRC1 recr: 9
CCC(C)(C)NC(=O)c1cccc(NC(=O)C(C)C)c1 @ TNAP act hi DEA: 1.1
COc1ccccc1C(=O)NNC(=S)Nc1ccccc1 @ TNAP act hi DEA: 1

Remaining list, next part:
SMILES	PPARg SRC1 recr	ROMK mod	bIAP inh	PPARg SRC2 recr	STAT1 inh	SRC2 TRFRET art	TNAP act hi DEA	bIAP act	STAT3 act	STAT3 blocker	PPARg SRC-3 ag
C/C(=N\NC(=O)COc1ccccc1-c1ccccc1)c1cccnc1	2	-0.22	-12	0	7	1594	1	1.1	96	7	4
O=[N+]([O-])c1ccc(-c2csc(N3CCc4ccccc4C3)n2)cc1	4	0.45	-10	7	-4	1531	1	1.1	93	6	1
O=c1c2ccccc2nnn1CSc1nnc(-c2ccco2)o1	2	nt	12	3	12	1389	1	0.9	89	19	-8
CC1=C(C(=O)NCc2ccccc2)C(c2cc(Br)cc(Br)c2OC(C)C)NC(=O)N1 (centres undefined)	-1	nt	-2	0	3	1572	1	1	98	5	-3
Cc1cc(C)cc(NC(=O)CSCc2cnn(-c3ccccc3)c2-n2cccc2)c1	-3	-0.59	17	14	4	1558	1.1	0.8	106	-2	4
CCOc1ncccc1C(=O)NCCN1C(=O)S/C(=C/c2cccs2)C1=O	-1	0.027	17	8	10	1345	1	0.8	81	28	5
Cc1nnsc1Sc1ccccc1C(=O)O	-7	1.1	-19	4	5	1457	1	1.2	104	0	5
COCCN(C(=O)Cc1cccs1)C(C(=O)NCc1ccc(OC)cc1)c1ccc(C)cc1 (centres undefined)	5	nt	-8	10	3	1672	1.1	1.1	94	13	5
Cc1ccn2c(C(=O)N/N=C\c3ccc4c(c3)OCO4)c(C)nc2c1	-3	nt	-1	7	-3	1644	1	1	95	5	5
COC(=O)c1ccc(OC(=O)c2ccccn2)cc1	-4	nt	9	-3	-4	1306	1.1	0.9	102	4	-5
O=C(C1=C(O)C(=O)N(CCN2CCOCC2)C1c1ccncc1)c1ccco1 (centres undefined)	-3	nt	6	6	3	1446	1	0.9	102	3	2
COCc1ccc2oc(C(=O)O)cc2c1	3	nt	4	4	1	1406	1	1	97	4	7
O=C(N/N=C/c1cnc2ccccc2n1)c1cccc(F)c1	3	nt	9	5	-24	1597	1	0.9	93	11	1
O=C(COc1ncnc2sccc12)N1CCN(S(=O)(=O)c2ccc(Cl)cc2)CC1	4	0.9	-5	1	-11	1757	1	1	102	2	5
O=C(Nc1cccc2ccccc12)c1ccc([N+](=O)[O-])s1	4	0.8	32	15	9	1526	1	0.7	76	31	0
COCCN1C=C(C(=O)OC)C(c2ccc3c(c2)OCO3)C(C(=O)OC)=C1	-4	nt	-17	1	3	1548	1	1.2	98	6	-3
CC(=O)Nc1sc(C)c(C)c1C(=O)OC1CCOC1=O (centres undefined)	2	nt	8	10	4	1826	1	0.9	91	16	6
CS(=O)(=O)c1ccc(Sc2nc3ccccc3[nH]2)c([N+](=O)[O-])c1	0	nt	-15	5	-1	1529	0.9	1.2	96	9	3
COCC(=O)NC1CCN(CC(=O)Nc2ccccc2[N+](=O)[O-])CC1	8	0.011	-21	0	7	1419	1	1.2	126	-28	-6
CCN(CC)c1ccc(NC(=O)c2cnccn2)cc1S(=O)(=O)Nc1ccc(OC)cc1	-5	1.2	-6	-2	1	1303	1	1.1	99	9	-4
COc1ccc(Nc2sc(C(=O)c3ccc(Cl)cc3)c(N)c2C(=O)Nc2ccccc2OC)cc1	-2	0.49	14	4	-8	1378	1	0.9	92	9	-1
Cn1c(CCNC(=O)C2CCCCC2)nc2cc([N+](=O)[O-])ccc21	5	-1.2	8	3	-5	1680	1	0.9	95	10	0
Nc1ncnc(N(c2ccccc2)C2CCCCC2)c1[N+](=O)[O-]	-7	-0.051	7	6	6	1378	1	0.9	101	3	0
CC(NC(=O)COC(=O)CCc1nc(=O)c2ccccc2n1C)c1ccccc1 (centres undefined)	6	0.87	-10	10	-2	1589	1	1.1	105	3	6
CC(=O)Nc1ccc(/C=C(\C#N)C(=O)NC2CCCCC2)cc1	2	-0.15	-10	1	2	1636	1	1.1	111	-7	2

Reprinted from the part before: two entries, then new ones.
SMILES	PPARg SRC1 recr	ROMK mod	bIAP inh	PPARg SRC2 recr	STAT1 inh	SRC2 TRFRET art	TNAP act hi DEA	bIAP act	STAT3 act	STAT3 blocker	PPARg SRC-3 ag
CC(NC(=O)COC(=O)CCc1nc(=O)c2ccccc2n1C)c1ccccc1 (centres undefined)	6	0.87	-10	10	-2	1589	1	1.1	105	3	6
CC(=O)Nc1ccc(/C=C(\C#N)C(=O)NC2CCCCC2)cc1	2	-0.15	-10	1	2	1636	1	1.1	111	-7	2
Cc1[nH]n(-c2ccc([N+](=O)[O-])cc2)c(=O)c1C=NCCN1CCN(C(=O)c2ccc(Br)cc2)CC1	-4	0.79	10	1	7	1380	1	0.9	106	-1	-3
O=C(C1CCN(c2ncnc3c2sc2cccc(F)c23)CC1)N1CCOCC1	7	nt	-10	0	19	1507	1.1	1.1	110	-3	6
CCC(C)(C(=O)NC1CCCC1)N(C(=O)CNC(C)=O)c1ccccc1 (centres undefined)	5	nt	4	3	-3	1498	1	1	105	1	1
CC(=O)N1CC=CC1(CC(C)C)C(=O)NCCc1c[nH]c2ccccc12 (centres undefined)	1	0.7	20	11	7	1435	1.1	0.8	109	-14	1
O=C(CSc1nc(-c2ccc(F)cc2)cc(C(F)(F)F)n1)NCc1cccs1	2	0.21	7	4	8	1539	1	0.9	107	-8	-2
Cc1ccc(SCCCCN2C(=O)NC(C)(C)C2=O)cc1	-3	nt	4	0	-2	1310	1	1	99	4	-10
COc1ccc(C(=O)NC(=S)Nc2ccc(N3CCCC3)cc2)cc1	-8	1.3	-2	0	-3	1652	1	1	84	24	5
COc1ccc2nc(C)c3cc(C)oc3c2c1	-5	-0.84	-6	0	-7	1369	1	1.1	87	19	3
CCn1cc(C(=O)O)c(=O)c2cc(S(=O)(=O)N(C)C)ccc21	3	-0.14	21	6	3	1464	1	0.8	104	-1	-6
CCCOc1ccc(C2/C(=C(/O)c3ccccc3)C(=O)C(=O)N2CCCN(C)C)cc1OC (centres undefined)	-5	nt	nt	6	-10	1492	nt	nt	104	0	-2
CCS(=O)(=O)N1CCC(C(=O)NCCC2=CCCCC2)CC1	9	-0.11	-7	-2	-5	1591	1	1.1	103	2	-5
O=[N+]([O-])c1ccc(CSc2ccc(-c3ccccn3)nn2)cc1	7	0.34	-6	1	-1	1737	1	1.1	88	18	1
CCc1nnc(NC(=O)[C@@H](NC(=O)c2cccc(S(=O)(=O)N(CC)CC)c2)C(C)C)s1	0	1.2	-10	3	-2	1398	1	1.1	104	-6	-15
COC(=O)C1C2C=CC3(CN(C(C)C)C(=O)C13)O2 (centres undefined)	2	nt	2	-1	-7	1486	1	1	97	12	-3
